# Screens: PubChem, National Center for Advancing Translational Sciences (NCATS)
# TSHR antag: blocks TSH signaling through the human TSH receptor; P16473; TSHR-expressing cells, TSH-stimulated cAMP HTRF, 2 h; stronger effect = lower value; activity change, negative = inhibition, % at 11.5 µM; hit rate 0.2% among 330,000; AID 504810;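 active = activity change below a set negative limit, meaning inhibition stronger than a set level, cut at about -70% in these data; inconclusive = activity change between two set negative limits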; note: % is set by controls: 0 for no effect and ±100 for the full control effect
#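 Cell-based HTRF cAMP assay; TSHR cells + compound, TSH EC80 (4nM final), 2 h, 37 deg C. Lysis with anti-cAMP cryptate and cAMP-d2, 30 min RT, read 665/620 nm.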
# PTAP TSG101 blk: blocks PTAP/TSG101 interaction to inhibit HIV-1 budding | Fluorescence polarization, FITC-PTAP peptide / Tsg101 binding | Potency, µM (highest dose often 115 µM), for the others: at the top dose activity change, negative = inhibition, most hits filed as inhibitors | 340,000 tested, under 10 active | AID 493005; active = well fitted inhibition curve with a large enough effect in the main read-out, with a control signal flat, not every such curve was filed as active; inconclusive = small, poorly fitted or top-dose-only effect, or effect the other way, or a change in a side signal; inactive = no such curve, though single readings can be large or run the other way; note: potency is the fitted concentration of half-maximal effect; % of control where 0% means no effect
#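 Tsg101 binding domain (10 uM final) was mixed with compound and a FITC-labeled PTAP peptide (50 nM final) in HEPES pH 7.5 buffer with NaCl, Tween 20, EDTA and TCEP; fluorescence polarization was read after 20 min at r.t.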
# ELG1 DNA repair: blocks ELG1-dependent DNA repair in HEK293T cells; HEK293T ELG1-luciferase reporter, luminescence, 16 h; DNA damage induced by 5-fluorouridine; Potency, µM (top dose mostly 46.1 µM), for inactives: at the top dose activity change, negative = inhibition, actives largely listed as inhibitors; hit rate 2.3% among 330,000; note: potency is the fitted concentration of half-maximal effect; % is set by controls: 0 for no effect and ±100 for the full control effect; nearly all actives have a fitted effect of over 55% in size
#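 In this reporter screen, reduction of luminescence relative to DMSO vehicle indicated activity. Compounds and 5-fluorouridine were added together to 2,000 cells per well, incubated for 16 hr at 37 °C, then developed with ONE-Glo.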
# S-ASM inh: human S-ASM enzyme inhibition; P17405; placental ASM, HMU-PC fluorogenic substrate, 60 min; Potency, µM (series often up to 57.5 µM), without a hit: at the top dose activity change, negative = inhibition, most hits filed as inhibitors; hit rate 0.006% among 340,000; note: potency is the fitted concentration of half-maximal effect
#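 qHTS format. ASM enzyme prepared from human placenta hydrolyses the fluorogenic substrate HMU-PC0 (9 uM final) over 60 min at 37 °C after a 10 min compound preincubation.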
# Tb PFK block: blocks T. brucei phosphofructokinase; T. brucei PFK, ADP-Glo luminescence; Potency, µM (titrated, usually from 57.5 µM), without a hit: top-dose activity, negative = inhibition, actives largely listed as inhibitors; hit rate 0.17% among 330,000; AID 485367;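 note: potency is the fitted concentration of half-maximal effect; 0% = uninhibited 1x PFK enzyme wells and -100% = no-enzyme wells; nearly all actives have a fitted effect of over 60% in size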
# Target sequence (O15648 whole entry, looked up): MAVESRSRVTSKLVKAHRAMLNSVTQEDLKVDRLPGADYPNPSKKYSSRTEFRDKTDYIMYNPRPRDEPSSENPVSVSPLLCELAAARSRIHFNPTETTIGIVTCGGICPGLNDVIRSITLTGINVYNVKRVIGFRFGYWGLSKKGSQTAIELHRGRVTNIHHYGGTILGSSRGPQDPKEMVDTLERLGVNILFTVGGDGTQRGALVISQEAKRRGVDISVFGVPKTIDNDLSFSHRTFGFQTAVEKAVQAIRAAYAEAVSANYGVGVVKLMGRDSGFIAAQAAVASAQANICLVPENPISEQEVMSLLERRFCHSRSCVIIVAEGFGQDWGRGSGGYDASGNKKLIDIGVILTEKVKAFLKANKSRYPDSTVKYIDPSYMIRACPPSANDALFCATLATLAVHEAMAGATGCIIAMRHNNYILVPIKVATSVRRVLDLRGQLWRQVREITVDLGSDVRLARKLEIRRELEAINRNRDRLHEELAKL
#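 Compounds were pin-transferred as a titration series up to 57 uM into substrate buffer (0.5 mM F6P, 0.1 mM ATP, pH 8.0), then 1.25 nM PFK was added and reactions ran 45 min before ADP-Glo detection.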
# a7 integrin act: integrin-mediated muscular dystrophy alleviation activation | Potency, µM (highest dose often 38.3 µM), without a hit: top-dose activation, actives largely listed as activators | hit rate 0.064% among 350,000 | AID 624291 | alpha7betagal myoblasts, beta-gal FDG fluorescence, 48 h;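 note: potency is the fitted concentration of half-maximal effect; 100% = response of the positive control SU9516; nearly all actives have a fitted effect of over 60% in size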
#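 alpha7betagal+/- myoblasts (passage 13, 250/well) treated 48 h at 37C with compounds at 1:260 dilution of DMSO stock. Lysed, then beta-galactosidase activity read as FDG fluorescence (ex 480/em 540) after 30 min, with pre-read for autofluorescence.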
# TCR act: T cell receptor activation; primary human leukocytes, anti-CD3, IL-2 HTRF, 48 h; Potency, µM (series often up to 9.22 µM), without a hit: at the highest dose activation of IL-2 secretion, hits mostly activators; 330,000 tested, under 10 active; AID 504894; note: % of control where 0% means no effect
#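 Using a-CD3 beads without co-stimulation, primary human leukocytes were exposed to compounds for 48 hr. An HTRF IL-2 kit measured the cytokine, with europium-to-d2 energy transfer producing emission at 665nm upon 320nm excitation.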
# Mito fusion act: blocks mitochondrial division or promotes mitochondrial fusion; S. cerevisiae fusion-defective mutant growth rescue, CellTiterGlo 48 h; Potency, µM (doses to about 46.1 µM), for the others: at the top dose growth rescue (activation), usual class: activators; hit rate 0.23% among 320,000;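 note: potency is the fitted concentration of half-maximal effect; % of control where 0% means no effect; nearly all actives have a fitted effect of over 45% in size; temperature-sensitive fusion mutants such as fzo1-1 at 37 °C on non-fermentable ethanol glycerol medium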
#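 Compounds are tested for their ability to restore growth of mitochondrial fusion-defective yeast strains at non-permissive 37C in YPEG medium over 48 hours. Viability is quantified by luciferase luminescence.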
# AT treatment: candidate therapy for ataxia-telangiectasia; AID 485349; Potency, µM (top dose mostly 57.5 µM), for inactives: at the highest dose activation, usual class: activators; hit rate 0.19% among 320,000; […] A-T fibroblasts, KAP-1 phosphorylation AlphaLISA; neocarzinostatin DNA damage 30 min before lysis; note: potency is the fitted concentration of half-maximal effect; % of control where 0% means no effect; nearly all actives have a fitted effect of over 45% in size
#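 hTERT-immortalized A-T patient fibroblasts ([…]), 500 cells/well in OPTI-MEM, 1% FBS, got compounds for 60 min, then NCS for 30 min at 37C. Lysates were then assayed for phospho-KAP-1 by AlphaLISA (anti-pKAP1 donor, anti-KAP1 acceptor beads), 6 hr at 25C.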
# Chronic BCR inh: chronic active BCR signaling inhibition | ABC-DLBCL IkBa-CBG/CBR reporter, luminescence ratio, 4 h | Potency, µM (doses to about 46.1 µM), for the others: top-dose ratio change, negative = lower green/red ratio, most hits filed as inhibitors | hit rate 0.05% among 340,000; active = well fitted inhibition curve with a large enough effect in the signal ratio, with a control signal flat, not every such curve was filed as active; inconclusive = small, poorly fitted or top-dose-only effect, or effect the other way, or a change in a side signal; the % refers to the signal ratio;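 note: potency is the fitted concentration of half-maximal effect; plate controls were basal doxycycline-induced cells for no effect and cells given 10 µM MG132 for full effect; MG132 reads +100%, hits lower the ratio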
#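 TMD8 human ABC-DLBCL cells with doxycycline-inducible IκBα–green luciferase fusion and unfused red luciferase, in 0.5% FBS medium; compounds up to 46 uM, 4 h at 37C. Green/red luminescence ratio, filter-overlap corrected, fitted to concentration-response curves.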
# Eya2 phos inh: inhibitors of human Eya2 phosphatase activity | O00167 | recombinant Eya2, OMFP fluorescence dephosphorylation (OMFP is methylfluorescein phosphate) | Potency, µM (top dose mostly 76.9 µM), without a hit: at the top dose activity, negative = inhibition, most hits filed as inhibitors | hit rate 0.006% among 330,000 | AID 488837; note: potency is the fitted concentration of half-maximal effect; % is set by controls: 0 for no effect and ±100 for the full control effect
# Target sequence (O00167 whole entry, looked up): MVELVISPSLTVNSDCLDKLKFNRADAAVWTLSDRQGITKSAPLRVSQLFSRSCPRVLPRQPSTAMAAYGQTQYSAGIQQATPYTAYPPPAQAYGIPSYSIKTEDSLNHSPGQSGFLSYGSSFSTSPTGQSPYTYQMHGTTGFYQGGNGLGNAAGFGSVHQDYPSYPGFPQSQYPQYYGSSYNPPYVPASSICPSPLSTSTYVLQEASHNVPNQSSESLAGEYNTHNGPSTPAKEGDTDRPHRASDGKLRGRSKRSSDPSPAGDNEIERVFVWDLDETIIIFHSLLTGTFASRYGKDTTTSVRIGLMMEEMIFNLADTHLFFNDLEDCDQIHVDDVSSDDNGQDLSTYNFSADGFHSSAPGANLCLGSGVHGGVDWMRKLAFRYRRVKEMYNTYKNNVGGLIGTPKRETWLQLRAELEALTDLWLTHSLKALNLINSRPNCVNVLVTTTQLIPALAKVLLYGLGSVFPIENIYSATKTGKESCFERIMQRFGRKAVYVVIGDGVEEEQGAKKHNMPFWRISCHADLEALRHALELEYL
#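 Eya2 (0.2 uM) preincubated 10 min at ambient with compound, then OMFP substrate added at 50 uM; 10 min reaction in 50 mM HEPES pH 7.5, 50 mM NaCl, 5 uM MgCl2, 0.05% BSA, 1 mM DTT. Fluorescence read at Ex 485/Em 525 nm.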
# Active calls of the source: *; i = inactive; ? = inconclusive; · = not tested or not shown; [ ] = remark or other dose. Unless noted, calls come from the whole dose curve; as a rule, active = well fitted curve in the direction sought with a large enough effect; inconclusive = small, poorly fitted or top-dose-only effect, or another doubt; inactive = no such curve, though single readings can be large; an effect the other way counts as inactive or inconclusive.
SMILES,TSHR antag,PTAP TSG101 blk,ELG1 DNA repair,S-ASM inh,Tb PFK block,a7 integrin act,TCR act,Mito fusion act,AT treatment,Chronic BCR inh,Eya2 phos inh
O=C(NC1CCN(S(=O)(=O)c2ccc(Cl)cc2)CC1)c1cccnc1,12,-3%,-5%,2%,-6%,-15%,-4%,6%,1%,9%,6%
Cc1cc(Br)c2[nH]cc(CCNC(=O)c3ccco3)c2c1,-5,-3%,-26%,-1%,-7%,-5%,-3%,9%,-6%,-1%,-4%
CC(C)NC(=O)N(O)C1N(Cc2ccc3c(c2)OCO3)C(=S)SC1(C)C (stereo not given),10,-1%,1%,0%,3%,-20%,-2%,3%,2%,-2%,7%
Cc1csc(SCC(=O)NCc2cccc(Cl)c2)n1,-1,-3%,9%,4%,-11%,3%,1%,9%,6%,?,-11%
COC(=O)c1ccc(COc2ccccc2OC)o1,-3,0%,24%,2%,1%,28%,2%,0%,-2%,-2%,2%
CC(Oc1ccccc1)C(=O)Nc1cccc(-c2nc3ccccc3[nH]2)c1 (stereo not given),-7,0%,-18%,-6%,-6%,-24%,2%,-1%,0%,?,-14%
CCOc1ccccc1/C=N/OCC(=O)NCc1ccc(F)cc1,-2,8%,-6%,-3%,-4%,5%,-4%,8%,·,-9%,-4%
CCOC(=O)c1nnn(-c2nonc2OC)c1-c1ccccc1,8,-12%,?,6%,0%,?,-4%,1%,5%,7%,-3%
Cc1ccc(S(=O)(=O)N2C[C@@H]3CCCC[C@@H]3[C@@H](C)[C@H]2c2cn(Cc3ccccc3)c3ccc(F)cc23)cc1,-6,-2%,-28%,-2%,-4%,-34%,-4%[46.1 µM],·,5%,1%,3%
CC1=CC(C)(C)NC(=S)N1c1ccc(C)cc1,8,-10%,-27%,1%,7%,-49%[inhibitor],-3%[46.1 µM],-1%,-2%,-9%,-12%
COc1ccc2c(=O)cc(C(=O)O)oc2c1,1,-5%,-3%,2%,7%,13%,-6%,4%,0%,3%,-10%
O=C(Oc1ccc2c(c1)O/C(=C\c1ccncc1)C2=O)c1ccccc1,0,-11%,?,-5%,-15%,-30%,0%[46.1 µM],2%,-5%,8%,0%
c1ccc(CCc2nn3c(-c4ccncc4)nnc3s2)cc1,4,-5%,2.6µM*,-1%,-9%,11%,-4%,4%,-16%,?,-10%
NC(=O)c1ccsc1NC(=O)COC(=O)c1ccc([N+](=O)[O-])o1,-10,-10%,10%,3%,-5%,26%,6%,0%,-17%,2%,15%
O=C(NCc1ccco1)c1cc(S(=O)(=O)NC2CC2)ccc1Br,-8,-1%,-3%,2%,1%,-15%,5%,·,10%,-3%,4%
CCN(C(=O)c1cc2c(=O)n3ccccc3nc2n1CCCOC)C1CCCCC1,15,-4%,-7%,i,0%,-2%,-11%,-3%,28µM*,8%,4%
O/N=C\c1cccn1-c1ccc(Br)cc1,12,-1%,-1%,2%,-3%,4%,0%,3%,11%,?,-27%
CSc1ccccc1C(=O)N(C)Cc1ccccc1,-7,-2%,-1%,0%,1%,-6%,-8%,2%,6%,0%,-13%
COc1ccc(CC(=O)n2c(CC#N)nc3ccccc32)cc1OC,23,-2%,-14%,2%,0%,22%,3%,1%,-3%,1%,8%
COc1ccc(NC(=S)Nc2cc(C)[nH]n2)cc1Cl,18,2%,?,3%,-12%,6%,-3%,-2%,?,0%,3%
CN1C(=O)c2ccccc2NC(=O)[C@]12O[C@@H]2c1cccc(O)c1,3,?,1%,-6%,-5%,19%,17%,13%,-14%,-3%,17%
C=CCN1C(=O)C2(c3ccccc31)C1CCCC=C1C(C#N)=C(N)C2(C#N)C#N (stereo not given),-8,0%,7%,5%,-1%,-5%[7.66 µM],0%,0%,6%,-1%,7%
CC(C)c1ccccc1NC(=O)COC(=O)Cc1cccc(C(F)(F)F)c1,2,-3%,-4%,-1%,1%,23%,0%[46.1 µM],9%,-4%,2%,0%
CCOc1ccc(C(C)NC(=O)c2ccc3c(c2)NC(=O)C(C)S3)cc1OCC (stereo not given),12,-5%,-20%,-2%,0%,7%,-1%,-2%,13%,0%,13%
CCOC(=O)C1=C(C)N=c2s/c(=C\c3ccc(O)c([N+](=O)[O-])c3)c(=O)n2C1c1ccccc1OC (stereo not given),-27,-3%,-29%,-21%,-2%,21%,-5%,-10%,-1%,9%,1%
CCCn1c(CN2CCN(C(=O)OCC)CC2)nc2cc(NC(C)=O)ccc21,-2,-5%,-19%,18%,-1%,13%,3%,-8%,1%,1%,-1%
Nc1nc(Nc2ccccc2)nc(NC2CCCCC2)c1[N+](=O)[O-],-10,-13%,?,?,0%,-40%,4%,-38%[inhibitor],?,?,-20%
COC(=O)c1cc(NC(=O)CN(c2ccccc2OC)S(=O)(=O)c2ccccc2)ccc1Cl,-7,-1%,23µM*,-7%,-11%,12%,2%,0%,0%,?,1%
Cc1ccnc(NS(=O)(=O)c2ccc(NC(=O)c3cc(=O)c4ccccc4o3)cc2)n1,2,-1%,5%,7%,?,43%,7%,3%,0%,0%,-4%
CCc1cccc(NC(=S)N(CCN(C)C)C2CCN(C(C)C)CC2)c1,2,-1%,7%,0%,-1%,-68%[inhibitor],-6%,7%,-9%,-10%,7%
COC(=O)[C@H](Cc1ccccc1)NC(=O)N1CC(C)OC(C)C1 (stereo not given in full),1,-1%,2%,3%,-1%,5%,-5%,4%,11%,4%,2%
CSc1nc(SCC(=O)NC(c2ccccc2)c2ccccc2)c2c3c(sc2n1)CN(C)CC3,3,-1%,?,0%,5%,-28%[7.66 µM],3%,2%,1%,5%,-8%
COc1ccc(N)cc1-n1cnnn1,13,1%,-1%,5%,-1%,19%,6%,-5%,1%,?,11%
CCc1sc(C(=O)NCCc2ccc(S(N)(=O)=O)cc2)cc1C,-9,-4%,8%,-3%,1%,-4%,-7%,0%,10%,-8%,6%
CCOc1ccc(-c2c(C(=O)N/N=C/c3ccc(C)o3)nnn2-c2nonc2N)cc1,5,-1%,0%,86%[activator],-7%,?,-1%,2%,-3%,11%,3%
COc1cc2c(cc1OC)C1(CCCCC1)CN(C)C2,10,-4%,10%,56%[activator],0%,4%,-8%,-12%,0%,1%,6%
C=CCN1CC(c2nc3ccccc3n2Cc2ccccc2)CC1=O (stereo not given),8,-5%,13%,-3%,1%,-22%,-5%,0%,0%,-2%,-4%
CC(=O)Nc1ccc(NC(=O)C(=O)c2cn(CC(=O)N3CCCCC3)c3ccccc23)cc1,0,-1%,-15%,-5%,-1%,-5%,-13%,11%,7%,9%,8%
N#C/C(=C/c1ccco1)C(N)=S,9,-5%,?,2%,-17%,6%,-1%,-2%,-10%,-7%,18%
Cn1c(-c2ccc(Cl)nc2)nc2ccccc21,-1,1%,?,-2%,5%,11%,-3%,-5%,-33%,2%,-13%
CCN(CC)CCNc1nc2c(c(=O)n(C)c(=O)n2C)n1C/C=C(/C)Cl,-3,1%,?,-3%,0%,22%,-2%,2%,5%,7%,-18%
Cc1cc(N2CCCC(C(=O)Nc3ccc4c(c3)CCC4)C2)n2ncnc2n1 (stereo not given),1,-9%,?,-2%,1%,4%,-3%,0%,2%,-2%,3%
CN1CCN(/C=N/c2sc3c(c2C#N)CCCCC3)CC1,3,3%,?,3%,-1%,-19%,9%,8%,0%,4%,-5%
CC(C)(C)NC(=O)NC(=O)CN1CCN(S(=O)(=O)c2ccccc2)CC1,3,-1%,-1%,7%,1%,-8%,-13%,12%,1%,?,-19%
Cc1ccc(OCC(=O)NNC(=O)CCC(=O)NCc2ccccc2)cc1,15,-5%,-5%,0%,-1%,11%,4%,-2%,1%,-1%,8%
COc1ccccc1C1/C(=C(/O)c2ccc(C)cc2)C(=O)C(=O)N1Cc1ccco1 (stereo not given),0,-2%,7%,4%,1%,7%,-2%[46.1 µM],-15%,-3%,5%,-10%
